APOBEC3G inh = APOBEC3G DNA deaminase inhibitors, primary screen, biochemical, fluorescence, single-stranded DNA substrate, uHTS. recombinant A3G, ssDNA deamination FAM/TAMRA fluorescence. AID 493012, 2011. DNA dC->dU-editing enzyme APOBEC-3G (Homo sapiens), Q9HC16. inhibition, % at 20 µM. actives 0.28% (n = 330,000);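 active = inhibition of at least 40% at 20 µM, with no more than 30% in the related APOBEC3A deaminase screen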;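 note: plate controls were DMSO wells with A3G for no effect and wells lacking A3G enzyme for full effect; some compounds called inactive have numbers as strong as hits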
Target sequence (Q9HC16 whole entry, looked up): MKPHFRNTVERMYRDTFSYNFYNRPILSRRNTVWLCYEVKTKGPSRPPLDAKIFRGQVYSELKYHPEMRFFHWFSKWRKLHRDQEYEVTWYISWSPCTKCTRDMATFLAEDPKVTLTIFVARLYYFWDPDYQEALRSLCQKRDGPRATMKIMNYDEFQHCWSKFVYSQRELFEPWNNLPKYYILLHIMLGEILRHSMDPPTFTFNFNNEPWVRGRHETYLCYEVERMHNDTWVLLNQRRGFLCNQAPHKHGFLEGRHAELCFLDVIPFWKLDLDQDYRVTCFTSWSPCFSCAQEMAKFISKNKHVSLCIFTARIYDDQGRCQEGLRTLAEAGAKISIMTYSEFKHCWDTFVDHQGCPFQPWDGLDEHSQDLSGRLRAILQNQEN
Gli-Sufu antag = Gli-Sufu pathway antagonists, primary screen, luciferase luminescence, Sufu-KO-LIGHT cells, uHTS | Sufu-KO-LIGHT fibroblasts, Gli luciferase reporter luminescence | inhibition, % at 5 µM | actives 0.74% (n = 340,000);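 active = inhibition above about 55%, limit read from the data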;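 note: 0% = DMSO-treated cells and 100% = wells with medium but no cells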
NR3A LBD binder = binders of NR3A ligand-binding domain, primary screen, biophysical, differential scanning fluorimetry, uHTS; Glutamate receptor ionotropic, NMDA 3A (GRIN3A) ligand-binding domain; NR3A LBD differential scanning fluorimetry, Tm shift; 0% = protein alone, 100% = glycine-bound protein; Tm shift relative to glycine control, % at 25 µM; actives 2.5% (n = 340,000);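 active = melting temperature shift of at least 10% of the positive control shift, at one fixed dose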
CCR6 antagonist = CCR6 receptor antagonists, primary screen, cell-based, CHO-K1, luminescence, beta-arrestin, uHTS; CHO-K1 CCR6 PathHunter beta-arrestin, CCL20-stimulated; inhibition, % at 20 µM; actives 0.49% (n = 340,000); AID 493098, 2011;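 active = compounds whose inhibition of the agonist-driven luminescence signal at 20 µM reaches about 50%, limit read from the data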;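 note: cells stimulated with CCL20 at 14 nM final; plate controls were DMSO with CCL20 for no effect and DMSO without agonist for full effect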
Target sequence (P51684 whole entry, looked up): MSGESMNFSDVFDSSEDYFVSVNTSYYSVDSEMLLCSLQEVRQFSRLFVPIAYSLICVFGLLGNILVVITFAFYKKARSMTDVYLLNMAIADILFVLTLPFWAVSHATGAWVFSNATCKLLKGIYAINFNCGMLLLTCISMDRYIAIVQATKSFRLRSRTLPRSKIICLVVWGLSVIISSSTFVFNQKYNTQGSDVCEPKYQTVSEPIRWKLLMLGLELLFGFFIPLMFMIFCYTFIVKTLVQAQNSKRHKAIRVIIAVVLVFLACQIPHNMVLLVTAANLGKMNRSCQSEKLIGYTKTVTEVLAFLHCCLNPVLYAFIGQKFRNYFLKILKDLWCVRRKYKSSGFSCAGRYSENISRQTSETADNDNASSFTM
MPTP block = mitochondrial permeability transition pore inhibitors, primary screen, biochemical, isolated mouse mitochondria, absorbance; Ca2+ swelling absorbance, 30 min; inhibition, % at 10 µM; actives 1.4% (n = 360,000); AID 602449, 2012;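 active = inhibition of 50% or more, scaled per plate between neutral and stimulator controls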;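 note: 0% = DMSO wells given calcium and 100% = 1 mM EGTA wells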
EBI2 antag = EBI2 receptor antagonists, beta-arrestin recruitment, primary screen, cell-based, luminescence, 7a,25-OHC stimulation, uHTS; G-protein coupled receptor 183 (Homo sapiens), P32249; 7a,25-OHC stimulated; inhibition, % at 5 µM; actives 0.81% (n = 360,000); AID 651636, 2012; in the data active = inhibition above about 38%;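 note: enzyme fragment complementation signal reports receptor beta-arrestin coupling in cells; 0% = agonist plus DMSO wells and 100% = wells without agonist; some results beyond the cut were filed as inactive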
A3A deaminase = APOBEC3A ssDNA deaminase inhibitors, primary screen, selectivity assay for APOBEC3G inhibitor project, biochemical, FAM/TAMRA oligo cleavage fluorescence. DNA dC->dU-editing enzyme APOBEC-3A (Homo sapiens), P31941. recombinant A3A, FAM/TAMRA ssDNA deamination fluorescence. inhibition, % at 20 µM. actives 0.41% (n = 330,000);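 active = at least 40% inhibition at 20 µM here, with at most 30% in a related deaminase screen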;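 note: plate controls were A3A with DMSO for no effect and wells lacking A3A enzyme for full effect; some results filed as inactive read as strong as hits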
Target sequence (P31941 whole entry, looked up): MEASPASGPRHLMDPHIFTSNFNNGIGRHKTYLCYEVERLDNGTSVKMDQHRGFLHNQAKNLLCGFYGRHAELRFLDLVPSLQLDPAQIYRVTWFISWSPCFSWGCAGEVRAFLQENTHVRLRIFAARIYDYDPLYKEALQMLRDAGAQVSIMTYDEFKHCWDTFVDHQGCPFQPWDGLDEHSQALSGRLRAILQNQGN
CXCR6 inh = CXCR6 receptor inhibitors, primary screen, cell-based, beta-arrestin, luminescence, CHO-K1 PathHunter, 1536-well; inhibition, % at 20 µM; actives 0.36% (n = 360,000); C-X-C chemokine receptor type 6 (Homo sapiens), O00574; in the data active = inhibition above about 34%, passing the limit was not always enough;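 note: antagonist mode with CXCL16 agonist at 10 nM final; 0% = 10 nM CXCL16 with DMSO and 100% = unstimulated wells without agonist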
* hit, by the source's call; . = no result given.

SMILES	APOBEC3G inh	Gli-Sufu antag	NR3A LBD binder	CCR6 antagonist	MPTP block	EBI2 antag	A3A deaminase	CXCR6 inh
COC(=O)Cc1ccc(NC(=S)NCCSc2ccc(C)cc2)cc1	-3	-12	-2	15	30	2	-2	2
O=C(NNC(=O)c1cc2cc(Br)ccc2oc1=O)c1ccc(O)cc1	-5	-9	4	6	3.0	0	-1	3
FC(F)(F)c1ccc(N2CCN(c3ncnc4c3nnn4Cc3ccccc3Cl)CC2)cc1	-4	29	-1	13	-0.2	28	-1	7
Cc1cccc(CCNC(=O)CCS(=O)(=O)c2ccc(Br)cc2)c1	-7	-15	0	13	3.1	4	-3	-3
COc1ccc(C(=O)Sc2ccc(Cl)cc2)cc1OC	17	11	5	25	-1.5	-8	-5	9
Cc1cc(S(=O)(=O)N(Cc2ccc(C(C)C)cc2)CC2CCCO2)ccc1-n1cnnn1 (centres undefined)	-6	7	-2	13	2.0	18	-7	7
N#Cc1ccsc1NC(=O)CCc1ccccc1	-6	-14	0	-4	-1.2	-7	4	11
CCOc1ccc(NC(C)C(=O)N/N=C/c2cccs2)cc1 (centres undefined)	-1	0	1	18	-1.2	-7	1	1
O=C1CCc2cc(S(=O)(=O)NCCc3ccccc3)cc3c2N1CC3	-7	4	2	4	0.0	5	-4	6
COCc1cc(S(=O)c2ccc(Cl)cc2)nc(C)n1 (centres undefined)	.	7	-12	-2	-2.2	-14	.	3
CC1=C(C(N)=O)C(c2ccccc2[N+](=O)[O-])n2ncnc2N1 (centres undefined)	-1	-3	1	2	-1.3	-2	-1	1
COc1ccccc1-n1cc(-c2ccc(C)cc2)[nH]c1=S	-2	35	-4	0	0.4	-2	-1	-7
CC(C)(C)c1ccc(/C=N/Nc2cccc(C(=O)O)c2)cc1	2	-270	0	-24	0.9	-15	2	-7
O=C(CN1C(=O)c2cccnc2Oc2ccc(Cl)cc21)N1CCCC1	-5	7	0	-1	2.1	-3	-6	5
Cn1c(=O)[nH]c(=O)c2c1nc(NCCCO)n2CCCc1ccccc1	-7	31	-1	6	-0.7	0	-9	-6
COC(=O)c1c(N)c(C#N)c(C)n1-c1ccccc1	-2	-6	-3	-3	-1.9	-2	-2	-1
CCC(=O)c1ccc(OCC(=O)c2ccc3c(c2)NC(=O)CO3)cc1	-7	-6	-4	2	2.3	-4	-2	-12
O=C(c1ccc(Cl)cc1)C1CCCN(C(=O)/C=C/c2ccccn2)C1 (centres undefined)	-7	22	-2	5	2.5	-3	-3	-2
CCOc1ccccc1OCCCC(=O)NC1=NCCS1	-5	-36	2	4	-3.0	-1	-1	7
Cc1cc(=O)nc2c3ccccc3n(CC(=O)NC(C)c3ccc4c(c3)OCCO4)n12 (centres undefined)	2	-10	13*	8	-1.4	-4	2	-2
COc1ccc(O)c(C(=O)c2cnc3c(c2)c(C)nn3CCO)c1	-6	-36	-1	28	0.3	13	-3	2
NS(=O)(=O)c1ccc(-c2ccc(/C=N/NC(=O)c3ccc([N+](=O)[O-])cc3)o2)cc1	3	1	-11	-16	3.4	-2	-7	-16
Cc1ccc(-c2nc(P(=O)(c3ccccc3)c3ccccc3)c(N3CCOCC3)o2)cc1	-7	29	-1	0	3.9	-7	-3	1
CCN1CCN(c2nc3sc4c(c3c3ncnn23)CC(C)CC4)CC1 (centres undefined)	-8	-3	2	-3	-2.1	30	-7	3
Cc1ccccc1OCC(=O)OCC(=O)Nc1ccc(Cl)cn1	0	-15	3	1	-0.7	6	2	7
CCc1ccccc1NC(=O)NNC(=O)CCc1ccc(OC)cc1	-10	-1	2	4	2.0	2	-4	-2
CSCc1ccc(C(=O)Nc2cc(C)cc(C)c2)cc1	-8	-25	-2	11	1.2	7	0	-15
CCOc1ccc(C(C(=O)NC2CCCC2)N(CCCO)C(=O)c2ccc(-c3ccccc3)[nH]2)cc1 (centres undefined)	-3	8	-1	-6	0.1	-4	0	0
COc1ccc2c(c1)nc(CN1CCN(CCO)CC1)n2C	-4	-12	5	2	0.3	6	1	11
CN1CCC(=NNC(=O)c2ccco2)CC1	-9	1	5	12	-1.5	8	-4	2
O=C(CCc1ccccc1)NNC(=S)NCc1ccc(Cl)cc1	-4	5	-1	1	0.5	1	1	-4
COCCCNC(=O)Cn1c(=O)n(Cc2ccc(F)cc2)c(=O)c2sccc21	4	0	-1	10	0.4	-1	2	-4
CCOC(=O)Nc1sc(C(=O)N(C)C)c(C)c1C(=O)OCC	2	-2	5	-10	4.8	-1	-2	0
CC(Oc1cccc(Cl)c1)C(=O)Nc1ccc(N2CCOCC2)cc1N1CCOCC1 (centres undefined)	-5	24	.	1	-0.7	23	-5	6
CCCCS(=O)(=O)N1CCC(C(=O)Oc2ccccc2OC)CC1	-5	-1	-1	11	-0.1	0	-8	-3
CCCCCNC(=O)c1ccc2c(=O)n(CC3CCCO3)c(=S)[nH]c2c1 (centres undefined)	-1	9	-1	10	-0.5	-2	7	6
CC(C)(C)[C@@H]1COC(=O)[C@H](Cc2ccc(F)cc2)C/C=C\C[C@@H](CC(=O)NCCO)C(=O)N1	-4	18	-2	5	-0.6	-5	1	-8
CSc1nc2sc3c(c2c(=O)n1CC(C)C)CC(C)(C)OC3	-6	-4	5	14	1.4	10	-2	-2
O=C(NCCCO)C(=O)NCC1OCCCN1S(=O)(=O)c1cccs1 (centres undefined)	-8	.	0	10	0.1	2	-2	-9
CC1CCN(c2ncccc2C(=O)O)CC1	-6	8	2	-11	-1.3	-21	5	-7
COC(=O)c1cc(Br)c(=O)n(-c2nccs2)c1	-4	4	2	-6	-4.8	-4	0	12
CN(C)C1=NC[C@H](Cc2ccccc2)N1CCc1ccc(F)cc1	-6	19	1	15	0.3	2	1	11
Cc1cc(C(=O)N(C)CC(=O)Nc2ccc(F)c(F)c2F)no1	-8	10	5	11	-0.1	-4	-2	8
O=C(Nc1ccccc1N1CCN(C(=O)c2ccc(Cl)cc2)CC1)c1cccc(F)c1	-6	7	-5	4	0.5	25	-4	-2
CCSc1nnc(NC(=O)CN2C(=O)C3CC=CCC3C2=O)s1 (centres undefined)	-3	2	0	-5	-1.4	1	0	3
CCCC(c1nnnn1CCc1ccccc1)N1CCN(C2CCCC2)CC1 (centres undefined)	-4	2	5	4	3.3	8	-2	5
CCN(CC)S(=O)(=O)c1ccc(NC(=O)CSc2nnc(-c3cccc(OC)c3)n2C)cc1	-7	5	0	5	-2.1	-8	3	2
CSc1ccc(CN2CCN(C(=O)c3ccc([N+](=O)[O-])cc3)CC2)cc1	-8	-9	-3	15	1.6	39	-1	-5
COCC1CCCCC1OS(N)(=O)=O (centres undefined)	-9	0	3	6	-1.5	-15	-3	-7
Cc1ccc(NC(=O)Cn2nnc3ccccc3c2=O)cc1C	-7	-4	0	8	-2.3	8	-3	-2
O=C(CC1S/C(=N/N=C/c2cccs2)NC1=O)Nc1ccc(Cl)cc1 (centres undefined)	-3	-7	9	8	1.1	-11	-1	1
Cc1ccc2cc(C(c3nnnn3C3CCCC3)N(Cc3ccco3)Cc3cccs3)c(=O)[nH]c2c1 (centres undefined)	-7	9	-1	-13	1.4	12	-1	15
O=C(Nc1nn[nH]n1)c1cccc([N+](=O)[O-])c1	-6	1	2	-6	4.5	-7	-2	2
Cc1[nH]c2ccccc2c1C(=O)COC(=O)Cn1cnc2ccccc21	-2	-6	0	11	1.4	2	-3	-2
Cc1ccc(SCC(=O)NNC(=O)CNC(=O)c2ccccc2F)cc1	-4	0	1	2	0.8	5	-2	-2
COc1ccc(N(C(=O)CCl)C(C(=O)NCCc2ccccc2)c2cccs2)cc1Cl (centres undefined)	.	96*	0	10	-3.6	31	.	14
O=C(Cc1cccs1)NC(Cc1c[nH]c2ccccc12)C(=O)O (centres undefined)	-2	1	0	2	-0.1	-3	1	4
Cc1[nH]c2ccccc2c1C(=O)COC(=O)c1ccccc1O	-2	-8	7	0	2.0	12	-1	-5
CCOC(=O)c1cnc2ccc(OCC)cc2c1N1CCN(C)CC1	-6	4	-3	-10	1.7	0	-2	-4
CCCCOC(=O)C(NC(=O)c1ccccc1)=C(C)C	-3	4	-2	6	1.6	1	2	-4
The results go on:
SMILES	APOBEC3G inh	Gli-Sufu antag	NR3A LBD binder	CCR6 antagonist	MPTP block	EBI2 antag	A3A deaminase	CXCR6 inh
Cc1ccc(NC2CCCN(C(=O)CCN3CCCCO3)C2)cc1C (centres undefined)	2	0	-1	9	-1.6	-6	0	-3
Cc1cc(C)nc(SCC(=O)Oc2ccc3oc(=O)cc(C)c3c2)n1	-7	-4	1	-4	-3.2	6	-3	-5
CCn1c(COc2ccccc2C)nnc1SCC(=O)N1CCN(c2ccccc2)CC1	-3	13	-4	20	-0.3	-13	-2	-6
CCN(C(=O)COC(=O)CNC(=O)c1cccc(C)c1)c1c(N)n(Cc2ccccc2)c(=O)[nH]c1=O	-2	3	0	-2	0.6	4	0	2
COC(=O)c1sc(Nc2ccccc2)nc1C	-9	-27	-30	-2	-0.4	4	-3	0
Cc1cc(C)nc(NC(=O)c2ccc(Cl)c([N+](=O)[O-])c2)n1	-4	-4	-2	-6	1.6	-13	-1	0
COc1cccc2cc(C(=O)NCc3ccccc3)c(=N)oc12	-2	-7	0	8	0.5	2	-1	2
O=C(CNC(=O)c1ccc(Cl)c([N+](=O)[O-])c1)NCC1CCCO1 (centres undefined)	-8	23	4	1	-1.3	-3	-2	-6
Cc1ccc(-c2ccc(=O)n(CCC(=O)N3CCN(c4ccccc4)CC3)n2)cc1	-7	-19	1	7	-0.1	1	-3	6
CC(NC(=O)c1cc(=O)[nH]c2ccccc12)c1ccccc1 (centres undefined)	-8	5	-3	-2	-1.6	-11	-7	-10
O=C(COc1ccc(Br)cc1Cl)NC(=O)NCc1ccccc1	-8	-2	-4	5	2.7	5	-1	-7
O=C(c1ccc(Cl)cc1)N(Cc1ccc(Br)cc1)N1C(=O)CCC1=O	-10	11	0	13	0.6	0	7	5
O=C(c1ccccc1Cl)c1c(O)c2ccccc2oc1=O	9	0	0	0	1.4	1	4	-3
C/C(=C/C(=O)N1CCc2ccccc21)C(=O)O	2	3	-1	1	0.1	-12	0	-3
O=C(Nc1ccc(Cl)c(Cl)c1)OCCNC(=O)c1ccncc1	-4	5	-2	3	35	10	-2	4
O=C(NCCc1ccccc1)c1nc2ncccn2n1	-5	0	2	-1	-1.9	-6	-2	0
O=C(CN1C(=O)C(c2ccccc2)Oc2cccnc21)NCc1ccccc1F (centres undefined)	-5	-20	1	3	-0.8	12	-4	5

Some of these compounds in order of their number in CXCR6 inh, ascending.
SMILES | APOBEC3G inh | NR3A LBD binder | CCR6 antagonist | MPTP block | EBI2 antag | A3A deaminase | CXCR6 inh
C/C(=C/C(=O)N1CCc2ccccc21)C(=O)O | 2 | -1 | 1 | 0.1 | -12 | 0 | -3
Cc1cc(C)nc(NC(=O)c2ccc(Cl)c([N+](=O)[O-])c2)n1 | -4 | -2 | -6 | 1.6 | -13 | -1 | 0
O=C(Nc1ccc(Cl)c(Cl)c1)OCCNC(=O)c1ccncc1 | -4 | -2 | 3 | 35 | 10 | -2 | 4

Compounds from the list above containing a cyano group:
SMILES	APOBEC3G inh	Gli-Sufu antag	NR3A LBD binder	CCR6 antagonist	MPTP block	EBI2 antag	A3A deaminase	CXCR6 inh
N#Cc1ccsc1NC(=O)CCc1ccccc1	-6	-14	0	-4	-1.2	-7	4	11
COC(=O)c1c(N)c(C#N)c(C)n1-c1ccccc1	-2	-6	-3	-3	-1.9	-2	-2	-1

The order is random (roughly 5.8% active in at least one column).
